Assay outcomes deposited in PubChem by several laboratories.
BoNT-F LC inh: blocks Botulinum neurotoxin F light chain protease; Multiplex microsphere protease cleavage assay, flow cytometry; inhibition, % at 10 µM; hit rate 0.22% among 360,000; AID 588497; in the data active = inhibition above about 35%, passing the limit was not always enough; inconclusive = no clear call, values can overlap the other calls; also: plate controls were buffer without enzyme for full effect and enzyme alone for no effect
MazEF act: MazEF (E. coli) toxin RNase activation; P0AE70; FAM/BHQ RNA-DNA oligo cleavage fluorescence, 5 h; activation, % at 20 µM; hit rate 0.32% among 350,000; AID 504720; in the data active = activation above about 50%
Target sequence (P0AE70 whole entry, looked up): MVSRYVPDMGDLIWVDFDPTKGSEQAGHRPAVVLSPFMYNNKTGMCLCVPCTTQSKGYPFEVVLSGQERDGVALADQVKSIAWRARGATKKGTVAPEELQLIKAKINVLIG
PrPC surface inh: reduces human prion protein on the cell surface. P04156. cell surface PrPC, TR-FRET read-out. inhibition, % at 13.8 µM. hit rate 0.43% among 370,000. AID 720596; in the data active = inhibition above about 24%; also: 0% = median of the test wells and 100% = reference compound wells
Mtb FBA inh: inhibits M. tuberculosis FBA enzyme. P9WQA3. purified M. tuberculosis FBA, fluorescence read-out. inhibition, % at 1 µM. hit rate 2.3% among 360,000; in the data active = inhibition above about 27%;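 also: 0% = vehicle and 100% = reference inhibitor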
GDH-TPI counter: counter-screen for M. tuberculosis FBA inhibitors: GDH-TPI coupled enzymes | GDH-TPI coupled enzyme counterscreen, NADH absorbance | inhibition, % at 4.8 µM | hit rate 1.2% among 360,000 | AID 588335; in the data active = inhibition above about 30%;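 also: 0% = DMSO wells and 100% = wells lacking the enzyme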
FadD28 FP inh: inhibitors of Mycobacterium tuberculosis FadD28 bisubstrate binding; FadD28 bisubstrate probe binding, fluorescence polarization; inhibition, % at 12.5 µM; hit rate 0.22% among 360,000; AID 588549; in the data active = inhibition above about 8.5%, passing the limit was not always enough; inconclusive = no clear call, values can overlap the other calls
UGM FP inh: Mtb UDP-galactopyranose mutase inhibition. inhibition, % at 10 µM. hit rate 0.06% among 320,000. purified UGM, fluorescence polarization probe displacement. AID 504406; in the data active = inhibition above about 10%, passing the limit was not always enough; inconclusive = no clear call, values can overlap the other calls
Target sequence (P9WIQ1 whole entry, looked up): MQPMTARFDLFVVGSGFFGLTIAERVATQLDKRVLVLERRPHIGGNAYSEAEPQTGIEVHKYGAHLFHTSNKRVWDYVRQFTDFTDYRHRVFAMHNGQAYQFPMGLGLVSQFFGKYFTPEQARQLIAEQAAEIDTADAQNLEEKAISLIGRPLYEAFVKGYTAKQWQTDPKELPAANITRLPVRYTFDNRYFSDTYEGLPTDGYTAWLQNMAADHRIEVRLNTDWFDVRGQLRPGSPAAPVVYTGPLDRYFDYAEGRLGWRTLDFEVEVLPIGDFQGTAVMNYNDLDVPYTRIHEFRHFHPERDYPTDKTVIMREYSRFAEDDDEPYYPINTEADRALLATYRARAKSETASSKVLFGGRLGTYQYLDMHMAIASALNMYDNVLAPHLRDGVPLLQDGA
Rv3671c protease: Rv3671c (M. tuberculosis) protease inhibition; inhibition, % at 5.96 µM; P9WHR9; hit rate 0.048% among 320,000; AID 2606; in the data active = inhibition above about 38%;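 also: extracellular domain of Rv3671c used as enzyme; 0% = enzyme with DMSO and 100% = no enzyme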
Target sequence (P9WHR9 whole entry, looked up, the tested form may be a part): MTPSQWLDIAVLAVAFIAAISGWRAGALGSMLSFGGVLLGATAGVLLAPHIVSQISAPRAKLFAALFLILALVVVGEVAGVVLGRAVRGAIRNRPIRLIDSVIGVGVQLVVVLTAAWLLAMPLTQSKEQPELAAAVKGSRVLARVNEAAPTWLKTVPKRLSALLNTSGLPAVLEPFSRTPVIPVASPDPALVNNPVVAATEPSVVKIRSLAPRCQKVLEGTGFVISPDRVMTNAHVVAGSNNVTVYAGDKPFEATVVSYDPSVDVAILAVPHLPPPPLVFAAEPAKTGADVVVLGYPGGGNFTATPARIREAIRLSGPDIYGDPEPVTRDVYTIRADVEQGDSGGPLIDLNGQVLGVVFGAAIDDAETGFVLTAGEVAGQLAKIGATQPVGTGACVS
BioA inh: BioA (M. tuberculosis) enzyme inhibition. purified M. tuberculosis BioA enzyme, plate reader. inhibition, % at 9.99 µM. hit rate 0.096% among 360,000. AID 602481; in the data active = inhibition above about 40%; inconclusive = no clear call, values can overlap the other calls
* hit, by the source's call; ? = inconclusive; . = no result given.

SMILES	BoNT-F LC inh	MazEF act	PrPC surface inh	Mtb FBA inh	GDH-TPI counter	FadD28 FP inh	UGM FP inh	Rv3671c protease	BioA inh
O=C(NN1C(=O)C2C3C=CC(C4CC34)C2C1=O)c1ccc(Cl)cc1Cl (stereo unspecified)	-6	-3	-1	-2	7	-0.5	-0.8	-5	-1.4
CCCSc1nnc(-c2c[nH]c3ccccc23)n1C	2	11	-7	4	6	0.0	-2.5	1	-2.4
CCOc1ccc(N2C(=O)C3C(C2=O)C3(c2ccccc2)c2ccccc2)cc1 (stereo unspecified)	0	-1	10	12	9	-1.2	1.7	1	-0.4
COc1ccc(OCC(=O)N2CCN(S(=O)(=O)c3ccc4c(c3)OCCO4)CC2)cc1	-2	-7	-1	1	7	-0.4	.	.	0.0
O=C(CCc1ccc(S(=O)(=O)N2CCOCC2)cc1)OCc1nc2ccccc2s1	-5	-12	2	2	8	-0.3	-1.7	-1	-0.4
Cc1cc(-c2n[nH]c(=S)n2/N=C/c2ccccc2[N+](=O)[O-])n[nH]1	-4	-2	1	2	7	-0.6	1.3	-2	.
O=c1ccc(C(F)(F)F)cn1Cc1cc(=O)n2ccsc2n1	-6	7	7	5	3	-1.5	0.8	-2	.
COC(=O)c1ccc(/C=N/Nc2nc(-c3ccc(C)cc3)cs2)cc1	3	52*	.	-2	-5	-4.1	-1.1	-7	-0.4
O=C(c1cnn2c(C(F)F)cc(C3CC3)nc12)N1CCc2ccccc2C1	-4	-6	13	1	16	-2.9	-0.3	-7	23
Fc1ccccc1/C=C1\CCCC2=C1NC(=S)NC2c1ccccc1F (stereo unspecified)	-7	-11	-2	-4	-8	-4.5	-1.3	2	.
COc1ccc(S(=O)(=O)NCCSCc2cccc(C)c2)cc1Br	-21	-3	5	3	-6	0.5	2.4	-18	-1.9
Cc1[nH]c2ccccc2c1CC#N	.	5	0	0	2	-1.2	-0.1	10	1.0
CN1CCN(c2ccc(Cl)cc2NC(=O)C2COc3ccccc3O2)CC1 (stereo unspecified)	-18	0	-11	3	6	-4.7	-1.9	-4	0.0
Cc1nnc(SCC(=O)NCc2ccc3c(c2)OCO3)s1	-4	10	-4	3	-9	1.1	-1.4	1	2.7
O=C(CN1CCN(c2ccc(Cl)cc2)CC1)c1ccc2c(c1)OCO2	12	1	3	-1	2	-1.0	0.5	2	2.1
S=C(Nc1ccccc1)Nc1cccc(Cl)c1Cl	-1	6	0	4	5	-0.7	2.8	2	.
COC(=O)COc1cccc(NC(=O)c2ccccc2)c1	-2	-5	3	-5	-7	-2.6	-0.5	11	-0.9
CCC(C)(C)n1nnnc1C(c1ccncc1)N1CCC(C)CC1 (stereo unspecified)	-18	-5	1	4	-5	1.9	4.5	14	-2.3
COc1ccc(OC)c(NC(=O)CSc2nnc(-c3ccncc3)s2)c1	3	8	-4	-1	1	-1.1	-1.6	-3	0.0
O=C1COc2ccc(C(=O)C[n+]3cccc(O)c3)cc2N1	2	2	2	7	17	-1.1	-3.6	17	-0.4
COc1ccccc1OCCSc1ncnc2nc[nH]c12	0	13	14	4	15	-0.7	1.8	8	-0.5
CCC(C)c1ccc(OCCN2CCCC2)cc1 (stereo unspecified)	7	-4	3	-2	-4	-2.0	-0.2	7	-0.4
NC(=NCc1ccccc1)NN=Cc1ccnc2ccccc12	-10	.	-4	-1	.	-15	.	.	.
CCC(c1c(C)n(C)n(-c2ccccc2)c1=O)c1c(C)n(C)n(-c2ccccc2)c1=O	4	-5	9	-3	-4	0.0	3.2	-5	-3.0
C[C@H](CO)N1C[C@H](C)[C@H](CN(C)S(=O)(=O)c2ccc(Cl)cc2)OCc2ccccc2-c2c(n(C)c3ccccc23)C1=O	5	-3	4	3	5	0.5	.	.	-6.0
Cc1ccc(S(=O)(=O)N(C)C)cc1NC(=O)COC(=O)/C=C/c1cccs1	-8	6	-6	0	9	-2.4	1.9	-5	-0.9
COc1ccccc1S(=O)(=O)NCc1ccc(C(=O)NC2CCC(O)CC2)cc1 (stereo unspecified)	9	2	4	4	23	-1.8	.	7	0.2
CN1CCN(S(=O)(=O)c2cccc(C(=O)Nc3cccc([N+](=O)[O-])c3)c2)CC1	-2	7	-20	3	-6	-0.4	3.5	7	.
Cc1ccc(Nc2nc(-c3cccnc3)nc3ccccc23)cc1	?	11	2	0	14	-2.7	1.0	-31	-1.0
O=S(=O)(Nc1cc(F)ccc1F)c1cccc2nsnc12	?	-4	-16	19	8	-0.4	-0.6	-5	1.1
COC(=O)CNC(=O)CSc1nc2c(sc(=S)n2-c2ccccc2)c(=O)[nH]1	-5	7	2	0	23	0.1	6.9	.	-0.4
CCC1CCCCN1C(=O)COC(=O)c1cc(Br)ccc1Cl (stereo unspecified)	-3	-1	0	3	3	0.4	-0.3	3	.
O=C1c2ccccc2N2C(=O)c3ccccc3[C@H]2N1c1ccccc1	-2	6	-6	0	-5	-4.1	-1.4	-9	2.8
Cc1ccc(OCC(=O)N/N=C/c2cc([N+](=O)[O-])ccc2N2CCCCC2)cc1	0	6	5	-1	12	-0.9	1.2	6	-1.6
Cc1cccc(NC(=O)CNC(=O)CSc2ncccn2)c1C	7	1	3	-2	6	-3.9	-1.6	-2	-0.6
CCOc1cc(S(=O)(=O)NC2CCCCCC2)ccc1F	-9	1	3	1	-2	-4.6	0.8	-3	8.2

An excerpt from above in order of number of heavy atoms, lowest first:
SMILES	BoNT-F LC inh	MazEF act	PrPC surface inh	Mtb FBA inh	GDH-TPI counter	FadD28 FP inh	UGM FP inh	Rv3671c protease	BioA inh
O=S(=O)(Nc1cc(F)ccc1F)c1cccc2nsnc12	?	-4	-16	19	8	-0.4	-0.6	-5	1.1
COC(=O)CNC(=O)CSc1nc2c(sc(=S)n2-c2ccccc2)c(=O)[nH]1	-5	7	2	0	23	0.1	6.9	.	-0.4
CN1CCN(S(=O)(=O)c2cccc(C(=O)Nc3cccc([N+](=O)[O-])c3)c2)CC1	-2	7	-20	3	-6	-0.4	3.5	7	.

Next entries follow:
SMILES	BoNT-F LC inh	MazEF act	PrPC surface inh	Mtb FBA inh	GDH-TPI counter	FadD28 FP inh	UGM FP inh	Rv3671c protease	BioA inh
O=C(Nc1ccccc1)c1ncoc1-c1ccc(Cl)cc1	?	-9	-3	0	14	-2.4	1.3	-1	.
CC1CCC(NC(=O)CCNS(=O)(=O)c2ccc3c(c2)CCC(=O)N3)CC1 (stereo unspecified)	-2	-32	-2	-3	2	-0.8	0.8	-2	0.3
CC(C)(C)c1nnc(NC(=O)c2ccc(Cl)nc2)s1	-4	-12	-3	1	8	0.9	1.2	-9	.
COc1ccc(NS(=O)(=O)c2cccc(C(=O)NCC(c3ccc(F)cc3)N3CCOCC3)c2)cc1 (stereo unspecified)	3	-3	-4	3	4	-1.3	-1.2	3	-1.0
CC1=NOC(=O)/C1=C\c1ccc(-c2cc(Cl)ccc2Cl)o1	11	-43	5	2	3	-1.5	-3.0	11	-0.8
O=C(NCc1ccc(F)cc1F)Nc1cnccc1C(F)(F)F	?	5	8	3	-5	-0.3	-3.4	-4	.
O=P(C(c1ccc2c(c1)OCO2)N1CCOCC1)(N1CCOCC1)N1CCOCC1 (stereo unspecified)	-6	-5	3	0	6	-4.6	3.9	-7	0.6
Cc1ccc(S(=O)(=O)Nc2cc(C(=O)NCCN3CCCC3)ccc2N2CCCCC2)cc1	1	5	-9	3	9	-0.6	0.1	-7	0.6
O=C(Cn1nc(Cc2ccncc2)c2ccccc2c1=O)N1CCc2ccccc2C1	-9	-12	-7	4	-8	-0.1	2.6	-7	-1.9
CC1=C(C(=O)N(C)C)CC(CC(=O)NCc2cccs2)C(=O)N1Cc1ccccc1 (stereo unspecified)	-3	-1	-4	-3	-6	-3.7	.	.	0.9
COc1ccc(/C=C/CN2CCC(n3nccc3NC(=O)C3CC3)CC2)cc1	0	8	-9	0	-7	-3.3	-0.6	5	3.6
C#CCOCCOCCOCCNc1nc(N2CCN(C(=O)CCCCCCCCCCNC(=O)[C@@H](CCSC)n3cc(CCO)nn3)CC2)nc(N2CCN(C(=O)CCCCCCCCCCNC(=O)[C@H]([C@@H](C)CC)n3cc(CCCCN=C(N)N)nn3)CC2)n1	-49	-145	.	-1	-4	11*	-1.0	-19	0.6
COc1cccc(OCC(=O)N2CCCc3ccccc32)c1	23	0	5	-3	-1	1.1	-0.5	1	.
Cc1cc([N+](=O)[O-])c(Cl)cc1NC(=O)C(C)C	3	-1	0	2	6	1.4	-2.5	-2	.
COc1ccc(NC(=O)CSc2nc(NS(=O)(=O)c3ccccc3)cc(=O)[nH]2)cc1	-22	7	5	-1	7	-1.7	-0.1	-17	.
CCN1CCN(c2ccc(S(=O)(=O)N3CCCCC3)cc2NC(=O)COc2cc(C)ccc2Cl)CC1	-12	1	.	-2	2	-3.7	4.6	3	-1.5
O=C(NCc1ccccc1)N1CCNCC1	?	3	-3	-1	-1	-2.0	1.0	7	-1.3
CCC1=NN2C(=N)/C(=C\c3cccn3-c3ccc(C)c(C)c3)C(=O)N=C2S1	-2	-8	9	1	12	-0.3	0.7	-9	-4.7
O=C(COc1coc(CN2CCc3ccccc3C2)cc1=O)Nc1cccc(Cl)c1	-5	-6	1	0	9	-3.1	-2.2	-2	-1.8
Cc1ccc(SCC(=O)NCc2cccnc2)cc1	-6	-13	2	-2	7	-1.4	-1.7	-13	3.2
O=C(NCCc1ccccc1)C1CCN(S(=O)(=O)c2ccc(Br)s2)CC1	3	22	6	-1	6	-2.1	-0.6	-14	-0.3
CN(C(=O)CSc1nnc(-c2ccc(F)cc2)c2ccccc12)C1CCS(=O)(=O)C1 (stereo unspecified)	-4	-37	-16	-2	5	-3.1	0.4	1	7.4
CCc1cc(=O)oc2c(C)c(OCC(=O)NCC3CCC(C(=O)O)CC3)ccc12 (stereo unspecified)	-15	8	-4	15	17	-1.9	0.0	-4	0.9
C/C(=C/C=N/Nc1nc(N2CCCCC2)nc(N2CCCCC2)n1)c1ccccc1	2	-3	3	-3	0	-0.2	0.1	-1	-1.3

Two of these compounds in another layout:
> O=C(NCCc1ccccc1)C1CCN(S(=O)(=O)c2ccc(Br)s2)CC1
  BoNT-F LC inh: 3 | MazEF act: 22 | PrPC surface inh: 6 | Mtb FBA inh: -1 | GDH-TPI counter: 6 | FadD28 FP inh: -2.1 | UGM FP inh: -0.6 | Rv3671c protease: -14 | BioA inh: -0.3

> O=C(COc1coc(CN2CCc3ccccc3C2)cc1=O)Nc1cccc(Cl)c1
  BoNT-F LC inh: -5 | MazEF act: -6 | PrPC surface inh: 1 | Mtb FBA inh: 0 | GDH-TPI counter: 9 | FadD28 FP inh: -3.1 | UGM FP inh: -2.2 | Rv3671c protease: -2 | BioA inh: -1.8

More entries follow.
SMILES	BoNT-F LC inh	MazEF act	PrPC surface inh	Mtb FBA inh	GDH-TPI counter	FadD28 FP inh	UGM FP inh	Rv3671c protease	BioA inh
O=C1CCC(C(=O)OCc2cc(Cl)ccc2OC(F)F)N1 (stereo unspecified)	-18	3	6	-3	4	0.5	-1.0	-8	-1.6
CCOC(=O)c1c(C)[nH]c(C(=O)OCC(=O)Nc2sc(C(=O)N(C)C)c(C)c2C(=O)OCC)c1C	5	26	6	-2	0	-1.9	0.0	-12	3.4
CCOc1ccc2[nH]c(C)c(CN3CCN(C)CC3)c(=O)c2c1	-1	-8	-3	2	4	-4.2	0.8	-1	0.3
COc1cc(S(=O)(=O)N2CCN(C(=O)c3ccco3)CC2)c(OC)cc1C	?	-1	5	1	8	-1.6	-6.9	-4	1.1
COc1ccccc1NC(=O)c1ccc(NC(=O)CNC(=O)c2ccc(OC)c(OC)c2)cc1	4	4	3	1	-3	-2.3	-2.8	4	-0.9
COc1ccccc1NC(=O)c1ccc2nc(C)sc2c1	?	6	2	3	2	-1.5	4.0	1	-2.9
Cc1cc(NC(=O)c2ccc(Cl)cc2)c(C(C)C)cc1O	3	-16	-6	0	-4	-5.5	-0.8	-3	.
CCCCSc1[nH]c(=O)c(C(=O)OCC)cc1C#N	-4	12	-4	18	36*	-11	1.2	3	-1.1
FC(F)(F)c1ccc2c(c1)C1C=CCC1C(c1ccncc1)N2 (stereo unspecified)	-10	-5	-7	2	-5	1.9	.	.	.
CCOC(=O)Cc1csc(NC(=O)c2ccncc2)n1	-2	0	13	-1	15	0.5	-4.0	1	-3.3
CCC(CC)C(=O)Nc1cccc(C(=O)NCCc2ccccc2)c1	-8	4	1	1	0	-3.0	0.0	2	.
CSc1nnc(-c2ccc(S(=O)(=O)N3CCCCC3)cc2)o1	2	3	-3	8	2	0.1	1.3	7	-4.9
